Source: PubChem BioAssay (The Scripps Research Institute Molecular Screening Center)
MITF primary: MITF inhibitors, primary screen, biochemical, AlphaScreen, human | Microphthalmia-associated transcription factor (Homo sapiens), O75030 | AlphaScreen MITF homodimerization, bead proximity signal | inhibition, % at 2.6 µM | actives 0.91% (n = 650,000) | AID 1259374, 2018; in the data active = inhibition above about 50%;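 also: 0% = vehicle wells with protein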
FBW7 activator: FBW7 E3 ligase activators, primary screen, biochemical, AlphaScreen, human; normalized activity (activation), % at 26.1 µM; AlphaScreen FBW7–phospho-cyclin E peptide binding, activator screen; actives 0.13% (n = 650,000); F-box/WD repeat-containing protein 7 (Homo sapiens), Q969H0; AID 1259310, 2017; in the data active = normalized activity above about 1.9%;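 also: purified mutant Fbw7 with reduced substrate affinity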
Target sequence (Q969H0 whole entry, looked up): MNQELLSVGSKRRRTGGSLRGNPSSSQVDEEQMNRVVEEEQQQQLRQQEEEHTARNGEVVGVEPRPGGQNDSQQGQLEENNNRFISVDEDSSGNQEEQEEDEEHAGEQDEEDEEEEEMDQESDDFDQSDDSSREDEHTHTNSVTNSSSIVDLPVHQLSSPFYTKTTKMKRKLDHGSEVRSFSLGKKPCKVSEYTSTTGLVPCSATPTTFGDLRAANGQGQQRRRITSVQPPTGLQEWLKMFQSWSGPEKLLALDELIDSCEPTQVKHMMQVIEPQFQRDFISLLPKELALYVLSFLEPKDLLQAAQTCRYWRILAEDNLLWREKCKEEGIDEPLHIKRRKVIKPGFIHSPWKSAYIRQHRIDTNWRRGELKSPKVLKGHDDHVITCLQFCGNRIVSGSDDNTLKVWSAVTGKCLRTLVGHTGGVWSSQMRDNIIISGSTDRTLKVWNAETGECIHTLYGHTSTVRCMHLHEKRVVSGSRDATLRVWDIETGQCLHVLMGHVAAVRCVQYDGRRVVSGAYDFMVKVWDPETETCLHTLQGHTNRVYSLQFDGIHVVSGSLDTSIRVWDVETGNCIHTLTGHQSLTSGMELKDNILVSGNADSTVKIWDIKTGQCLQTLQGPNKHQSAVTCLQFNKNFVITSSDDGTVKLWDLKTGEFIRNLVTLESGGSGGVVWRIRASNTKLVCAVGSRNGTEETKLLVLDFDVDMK
TEAD-YAP inh: TEAD-YAP interaction inhibition, primary screen, TEAD-YAP interaction inhibitor project, luminescence, HEK-TIYL cells. TEAD-Gal4/YAP UAS-luciferase luminescence. inhibition, % at 9.12 µM. actives 1.4% (n = 640,000). AID 1259422, 2018; in the data active = inhibition above about 32%;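 also: 0% = median of test compound wells and 100% = reference inhibitor wells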
GPR151 activ: activators of human GPR151, primary screen, cell-based, PathHunter beta-arrestin, luminescence; G-protein coupled receptor 151 (Homo sapiens), Q8TDV0; actives 1% (n = 650,000); activation, % at 11.2 µM; PathHunter beta-arrestin GPR151 cells; in the data active = activation above about 4.9%;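 also: 0% = median of compound wells and 100% = cells with positive control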
Target sequence (Q8TDV0 whole entry, looked up): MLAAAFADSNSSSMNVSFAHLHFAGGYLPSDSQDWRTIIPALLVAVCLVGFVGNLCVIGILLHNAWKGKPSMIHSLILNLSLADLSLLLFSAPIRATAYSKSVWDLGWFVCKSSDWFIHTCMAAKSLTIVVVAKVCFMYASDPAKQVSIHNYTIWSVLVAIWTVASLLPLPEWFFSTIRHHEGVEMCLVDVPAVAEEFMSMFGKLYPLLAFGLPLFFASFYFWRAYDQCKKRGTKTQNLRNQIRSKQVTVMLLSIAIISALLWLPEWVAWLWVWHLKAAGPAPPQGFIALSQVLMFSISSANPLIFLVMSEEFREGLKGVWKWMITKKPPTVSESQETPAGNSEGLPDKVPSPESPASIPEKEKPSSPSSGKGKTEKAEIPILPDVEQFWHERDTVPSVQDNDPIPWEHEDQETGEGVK
An asterisk follows results filed as active.

SMILES | MITF primary | FBW7 activator | TEAD-YAP inh | GPR151 activ
CN(C)CCNC(=O)Cn1c(=O)c2cccn2c2ccccc21 | 3.6 | 0.6 | 8.4 | -1.3
CC(=O)c1cc(O)c(SC(C)C)nc1C | -8.2 | -0.1 | -7.4 | -0.7
COc1ccc(-c2nn(-c3ccccc3C)cc2CN2CCNC(=O)C2)cc1F | 2.7 | 0.4 | -5.0 | -1.0
Cc1nonc1CNC(=O)COc1ccc(-c2cccs2)cc1CN1CCCC1 | -7.0 | 0.0 | 6.6 | 0.4
CCCN1C(=O)c2[nH]nc(-c3ccccc3O)c2C1c1ccc(OC)c(OC)c1 (configuration not stated) | 1.0 | -0.2 | -8.0 | -1.2
CCCN1C(=O)C2(c3ccccc31)c1c(oc3ccccc3c1=O)C(=O)N2CCO (configuration not stated) | 3.0 | 0.0 | 0.6 | -0.6
COc1ccccc1CNC(=O)c1cc2oc3ccccc3c2n1C | 7.7 | 0.6 | 14.7 | -0.7
O=C(NCc1cccc(Cl)c1)c1cccc(-n2c(=S)[nH]c3ccccc3c2=O)c1 | -1.1 | 0.0 | 1.8 | 0.5
O=C1NC(=S)NC(=O)C1=Cc1ccccc1OS(=O)(=O)c1ccc([N+](=O)[O-])cc1 | 18.5 | 0.0 | 6.8 | -1.7
COC(=O)c1ccc(C(=O)OC)c(NC(=O)c2cccc([N+](=O)[O-])c2C)c1 | -3.3 | 0.0 | 2.7 | 1.7
O=C(CN1C(=O)CCC1=O)NCC1(c2ccccc2)CCOCC1 | 20.6 | 0.6 | 1.2 | -2.2
CC(=O)Nc1c2c(nn1-c1ccc(F)cc1)CSC2 | 13.4 | 0.2 | 6.6 | 2.7
CC1=NN(c2ccccc2)C(=O)/C1=C\c1cn(C)c2ccccc12 | 4.3 | -0.3 | -12.6 | 1.5
O=C(CN(CCc1ccccc1)S(=O)(=O)c1ccc(Br)cc1)NCCO | 2.6 | 0.0 | 12.0 | 1.8
COc1ccc(/C=C/C(=O)N(C)C2CCS(=O)(=O)C2)cc1 (configuration not stated) | -4.6 | 0.0 | -5.8 | 2.3
Cc1ccc(N(Cc2ccc(Br)cc2)C(=O)c2ccc(F)cc2)cc1 | 18.4 | 0.2 | 1.9 | 1.1
COc1ccc(CNC(=O)c2ccc(N3CC4CC(C3)c3cccc(=O)n3C4)c(NC(=O)c3ccccc3Cl)c2)cc1 (configuration not stated) | -10.1 | -0.2 | -5.0 | 0.4
CC1CCCC(NCCNC(=O)c2ccco2)C1 (configuration not stated) | 20.2 | -0.2 | -6.3 | 1.5
CC(=O)N1CCN(Cc2cc([N+](=O)[O-])ccc2Cl)CC1 | -19.9 | 0.1 | 8.6 | 0.0
CC(=O)NC(Cc1ccccc1C)C(=O)NC1CCN(C(=O)c2ccc(C)cc2)CC1 (configuration not stated) | 16.0 | 0.1 | 2.9 | -0.4
CC(=O)c1ccc(N=c2scc(C)n2C2CCCC2)cc1 | 0.1 | 0.0 | -22.3 | 0.2
COc1ccc(NC(=O)CCC(C(C)=O)[N+](=O)[O-])cc1 (configuration not stated) | 0.4 | 0.1 | 3.8 | 1.0
COc1cccc(-n2c(=S)sc3c(=O)n(-c4ccccc4OC)c(SCC(=O)Nc4nccs4)nc32)c1 | 3.1 | -0.1 | -46.5 | -0.2
Cc1ccc(S(=O)(=O)Nc2ccccc2C(=O)Nc2nc(-c3cccc([N+](=O)[O-])c3)cs2)cc1 | 0.6 | 0.0 | 8.6 | 2.3
CCCCN(C)CCCN(Cc1ccco1)C(=S)Nc1ccccc1C | 4.6 | 0.1 | 16.7 | 0.5
CCC(C)NC(=O)c1c(O)nc2c(C)cccn2c1=O (configuration not stated) | -9.9 | -0.1 | -11.5 | -1.2
COc1ccc(-c2[nH]nc3c2C(c2ccc([N+](=O)[O-])cc2)C(C#N)=C(N)O3)cc1OC (configuration not stated) | 0.1 | -0.2 | 4.5 | 0.8
CCOC(=O)c1ccc(NC(=O)/C=C/c2cc(Br)ccc2OC)cc1 | 11.6 | 0.7 | 2.8 | -1.3
Cc1nc(SC(C)C(=O)O)c2c(=O)n(C)c(=O)n(C)c2n1 (configuration not stated) | -24.4 | -0.2 | 4.5 | 0.1
N=C1/C(=C/c2ccc([N+](=O)[O-])cc2)C(=O)N=C2SC(c3ccccc3)=NN12 | 14.1 | 0.0 | 0.5 | 0.1
O=c1c(S(=O)(=O)c2ccc(F)cc2)cn(Cc2ccccc2)c2cc3c(cc12)OCO3 | 5.7 | 0.1 | -1.4 | 0.0
Cc1ccc(NC(=O)CSc2nnc(-c3ccc(NS(C)(=O)=O)cc3)o2)c(C)c1 | -1.9 | 0.0 | 9.7 | 0.8
CCOC(=O)CCc1nc2sc3c(c2c(=O)[nH]1)CCCC3 | -12.0 | -0.2 | -4.3 | -1.3
O=C(CSc1nc2ccccc2o1)NCCC12CC3CC(CC(C3)C1)C2 | -17.9 | 0.1 | -4.5 | -0.1
CC(C)Oc1ccc(C(=O)NCCCS(=O)(=O)N2CCN(c3ncccn3)CC2)cc1 | 9.6 | 0.2 | -7.6 | -0.5
OCC(CO)(CO)c1ccccn1 | 12.2 | 0.4 | 9.2 | -0.7
O=C(Cc1ccccc1)N(Cc1ccccn1)Cc1ccco1 | -5.3 | -0.1 | 3.5 | 0.9
CCCCNC(=O)c1ccccc1[N+](=O)[O-] | -11.7 | 0.1 | 1.8 | 1.0
Cc1cc(=O)[nH]c(N/N=C/c2ccc(Cl)c([N+](=O)[O-])c2)n1 | 13.2 | 0.6 | 15.8 | 1.2
O=C(NCc1ccc(Cl)nc1)c1c(C(F)(F)F)nc2ccccn12 | 11.2 | 0.3 | 19.9 | -0.8
Cc1ccc(N(CC(=O)N2CCN(c3ccc(F)cc3)CC2)S(C)(=O)=O)cc1Cl | 6.3 | -0.3 | 5.3 | -0.8
CCc1ccc(OCCOCCOc2ccc(C=O)cc2OC)cc1 | 2.0 | 0.1 | -1.4 | -0.3
CC(=O)c1cc(C(=O)N2CCCC(CCC(=O)N(C)CCc3ccccn3)C2)cs1 (configuration not stated) | -7.9 | -0.1 | -7.3 | -0.7
CCOC1(C(F)(F)F)NC(=O)N(Cc2ccc3c(c2)OCO3)C1=O (configuration not stated) | -3.7 | 0.1 | 13.7 | 2.0
CCOC(=O)COc1ccc(Cl)cc1C1NC(=O)NC(C)=C1C(C)=O (configuration not stated) | -5.0 | 0.1 | -1.5 | 0.3
COc1cccc(OC)c1C(=O)Nc1ccccc1Br | -10.5 | -0.1 | -1.3 | -0.8
Cc1ccc(-c2nc3ncccc3o2)cc1NS(=O)(=O)c1ccccc1 | -1.7 | -0.1 | -0.1 | -0.9
c1ccc(-n2c3c(c4ccccc42)CCCCC3)cc1 | 3.8 | -0.1 | -12.5 | 1.0

Entries of single compounds, looked up by structure. Values in the order: MITF primary | FBW7 activator | TEAD-YAP inh | GPR151 activ
Cc1nc(SC(C)C(=O)O)c2c(=O)n(C)c(=O)n(C)c2n1 (configuration not stated) is listed with -24.4 | -0.2 | 4.5 | 0.1
CC(=O)N1CCN(Cc2cc([N+](=O)[O-])ccc2Cl)CC1 is listed with -19.9 | 0.1 | 8.6 | 0.0
COc1ccc(CNC(=O)c2ccc(N3CC4CC(C3)c3cccc(=O)n3C4)c(NC(=O)c3ccccc3Cl)c2)cc1 (configuration not stated) is listed with -10.1 | -0.2 | -5.0 | 0.4
COc1ccc(NC(=O)CCC(C(C)=O)[N+](=O)[O-])cc1 (configuration not stated) is listed with 0.4 | 0.1 | 3.8 | 1.0
CCC(C)NC(=O)c1c(O)nc2c(C)cccn2c1=O (configuration not stated) is listed with -9.9 | -0.1 | -11.5 | -1.2

The results go on:
SMILES | MITF primary | FBW7 activator | TEAD-YAP inh | GPR151 activ
CCOc1ccc(C(=O)Nc2nnc(SCC(=O)N3CCc4ccccc43)s2)cc1 | 13.1 | 0.2 | 1.1 | 0.2
O=C(Nc1nnc(-c2ccc(F)cc2)o1)c1ccco1 | 8.1 | -0.1 | -5.2 | 1.3
CN(C)c1nc(Cl)nc(NN(C)c2nc(N(C)C)nc(N(C)C)n2)n1 | 8.2 | -0.2 | -1.2 | 2.1
CCOc1ccc(/C=N/NC(=O)C(C)Nc2ccc(Cl)cc2)cc1O (configuration not stated) | 8.7 | -0.1 | 15.1 | 0.0
O=C(/C=C/c1ccc(F)cc1)NC1CC1 | -11.5 | 0.0 | -38.2 | -2.0
Brc1cccc(Nc2ncnc3ccccc23)c1 | 12.4 | 0.1 | -4.7 | 0.3
CCOc1nc(SCCOc2ccccc2)nc(N(C)C)n1 | 1.1 | 0.0 | -1.6 | -1.0
Cc1nc2nc(CNC(=O)c3ccccc3)nn2c(C)c1CCC(=O)O | -4.6 | -0.1 | -5.1 | 0.2
Cc1onc(-c2c(Cl)cccc2Cl)c1C(=O)Nc1ccc(F)c(Cl)c1 | 5.2 | -0.1 | -3.3 | -0.6
CC(=O)c1ccc(S(=O)(=O)N(CCC#N)CCC#N)cc1 | -7.2 | -0.1 | 11.8 | 1.4
Cc1ccc(C(NC(=O)N2CC(C)OC(C)C2)C(Cl)Cl)cc1F (configuration not stated) | 12.3 | 0.1 | 5.7 | 0.1
Cc1cccc(N2CCN(c3cccc(C)c3)C2c2ccc([N+](=O)[O-])cc2)c1 | 10.6 | 0.0 | -19.4 | -0.4
CCNS(=O)(=O)c1ccc(NC(=S)Nc2sc(C)c(C)c2C(=O)OC)cc1 | 7.9 | -0.1 | 6.6 | 2.6
O=c1sc2ccccc2n1CCc1nc2ccccc2[nH]1 | -4.3 | -0.1 | -3.9 | 0.5
Brc1ccc(-c2nnc3sc(CN4CCCCC4)cn23)cc1 | 67.2* | 0.5 | -19.6 | 1.4
COc1cccc(N2C(=O)C(CC(=O)Nc3ccc(F)cc3)N(C3CCCCC3)C2=O)c1 (configuration not stated) | 18.4 | 0.0 | 7.7 | 2.0
COc1cc(OC)cc(C(=O)NNC(=O)COc2ccccc2OC)c1 | -1.5 | -0.2 | -3.4 | -0.1
CCC(CC)C(=O)Nc1nnc(SCC(=O)Nc2ccc(OC)cc2)s1 | 1.0 | 0.0 | -0.3 | -1.1
CC(=O)c1sc2[nH]c(=O)n(-c3ccc(Cl)cc3)c(=O)c2c1C | 4.0 | -0.1 | -4.8 | 0.4
O=C(Nc1nnc(-c2ccccc2)o1)NC1CCCCC1 | -5.9 | -0.1 | -15.9 | 0.2
COC(=O)Oc1c(Br)cc2oc(=O)sc2c1[N+](=O)[O-] | 8.3 | 0.0 | 5.8 | 1.1
CSc1ccccc1C(=O)NC1CC2CCC1C2 (configuration not stated) | -9.2 | 0.0 | 11.1 | 1.3
CC(=O)n1nc(NCc2cccs2)nc1NCc1cccs1 | 6.8 | -0.1 | -5.6 | 2.5
Oc1ccccc1C1CC(c2ccc(Br)cc2)=NC(c2ccc(Br)cc2)N1 (configuration not stated) | 4.1 | 0.0 | -29.4 | 2.4

Continued, overlapping the part above by two compounds.
SMILES | MITF primary | FBW7 activator | TEAD-YAP inh | GPR151 activ
CC(=O)n1nc(NCc2cccs2)nc1NCc1cccs1 | 6.8 | -0.1 | -5.6 | 2.5
Oc1ccccc1C1CC(c2ccc(Br)cc2)=NC(c2ccc(Br)cc2)N1 (configuration not stated) | 4.1 | 0.0 | -29.4 | 2.4
N#Cc1sc2nc3c(c(C4CC=CCC4)c2c1N)CCC3 (configuration not stated) | 3.1 | 0.8 | -9.7 | 1.3
CCC(=O)Nc1ccc(NC(=O)c2cc(I)ccc2Cl)cc1 | 11.9 | 0.1 | 2.8 | -0.8
COc1ccc(C2=NN(C(=O)c3ccc(Br)o3)C(c3ccc(N(C)C)cc3)C2)cc1OC (configuration not stated) | 6.5 | -0.2 | 3.5 | 4.0
CCC1Sc2cc(S(=O)(=O)CCC(=O)Nc3ccc(C)cn3)ccc2NC1=O (configuration not stated) | 1.2 | 0.0 | 4.5 | -0.5
Cc1cccc(C(=O)Nc2sc(Cc3ccccc3)c(C)c2C(N)=O)c1 | -23.3 | -0.1 | -6.1 | 2.2
Cc1ccc(S(=O)(=O)N2CCOCC2)cc1C(=O)NC(=S)Nn1cnnc1 | -1.1 | 0.1 | 5.7 | 0.9
CN(C)C(=O)Nc1ccc(I)cc1 | -6.8 | -0.1 | -4.2 | -0.1
COc1ccc(C2CC(c3cccs3)=NN2C(=O)CSc2nnc(CNC(=O)c3cccc(OC)c3)n2C)cc1 (configuration not stated) | 0.0 | 0.2 | 9.3 | 2.4
CC1CCN(C(=O)c2c[nH]c3ccc(S(=O)(=O)N4CCOCC4)cc3c2=O)CC1 | -2.7 | -0.1 | 13.1 | 0.0
CC(NC(=O)Cn1c(=O)oc2cc(S(=O)(=O)N3CCCCC3)ccc21)c1ccccc1 (configuration not stated) | 8.6 | 0.1 | 2.1 | 0.6
COc1ccc2[nH]cc(CCNc3nn(-c4ccc(F)cc4)nc3C(C)=O)c2c1 | 4.9 | -0.2 | 2.5 | -0.8
CCCN(CCC)c1ccc(C(=O)OC)cc1NC(=S)Nc1ccccc1C | 11.0 | 0.2 | -9.4 | -0.8
COc1ccc(CCC2=NCCn3cccc32)cc1OC | -7.2 | -0.1 | -4.1 | 4.2
Cc1ccc(C(C)C)c(OCC(O)CN2CCSCC2)c1 (configuration not stated) | -2.3 | -0.1 | 1.6 | -1.8
CCCCN(C)C(=O)Cn1ncc2c1-c1cc(C)ccc1OC2 | 0.1 | -0.2 | 2.2 | -0.1
